From PubChem
b-catenin transl = modulators of beta-catenin nuclear translocation. HeLa beta-catenin nuclear translocation, immunofluorescence imaging. nuclear translocation activity, % at 5 µM. actives 0.3% (n = 190,000);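 active = nuclear translocation activity above 50% at 5 µM, with a well cell count of 50 or more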;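 note: per-cell ratio of nuclear to cytoplasmic median beta-catenin stain intensity; plate controls were DMSO negative control for no effect and GSK-3 inhibitor IX positive control for full effect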
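Assay system: human HeLa cells, native beta-catenin; doses: 5 µM primary, 0.02–20 µM confirmation; incubation: compound treatment 24 h, 37°C, 5% CO2; technique: fluorescence imaging of beta-catenin antibody stain plus DAPI; measure: % activation, nuclear-to-cytoplasmic median beta-catenin signal ratio per cell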
Lipid droplet = hepatic lipid droplet formation modulation; AID 1656; AML12 mouse hepatocytes, oleate lipid droplets, BODIPY imaging; inhibition, % at 6.5 µM; actives 0.4% (n = 240,000);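 active = lipid droplet intensity inhibited by at least 50%, with more than 500 cells counted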
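Assay system: AML12 mouse liver cells | Compound dosing: One dose, 6.5 µM compound | Read-out basis: Droplet intensity reduction, % inhibition | Measured by: Fluorescence imaging, 20x objective, two fields per well | Schedule: Overnight treatment with compound plus oleate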
Ins promoter up = MIN6 insulin promoter up-regulation. actives 0.3% (n = 190,000). z-score at 5 µM. AID 1625. MIN6 insulin promoter-GFP reporter, high-content imaging; stronger effect = higher value;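 active = z-score above 3 at 5 µM with at least 500 cells counted in the well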
Autophagy mod = autophagy modulation, high-content screen. MEF GFP-LC3 puncta imaging; test concentration mostly 10 µM. calls only at 10 µM (by protocol). actives 0.98% (n = 190,000). AID 463193;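 active = percentage of spot-positive cells more than 3 SD above its plate mean, without a fluorescence outlier flag or 80% toxicity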;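 note: spot-positive cell cutoff set from DMSO-treated cells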
PMI inhibition = human PMI inhibitors, high substrate, primary screen, biochemical, fluorescence intensity, high mannose 6-phosphate (AID 1220); inhibition, % at 20 µM; hits with a dose series show IC50 in µM; actives 0.66% (n = 190,000); recombinant PMI enzyme, coupled fluorescence intensity; higher % means a stronger effect
TNAP activation fold = human TNAP enzyme activators, primary screen, biochemical, luminescent, no phosphate acceptor, uHTS (AID 1001); purified TNAP, luminescent activation assay, no phosphate acceptor; higher activation fold means a stronger effect; activation fold at 20 µM; hits with a dose series show EC50 in µM; actives 0.03% (n = 200,000); in the data active = activation fold from about 3, or a potency from the dose series; inactive = the rest, 99 in 100 with activation fold below about 1.6; note: many of its hits are not listed in these tables
human PMI inhibition = inhibitors of human PMI, primary screen, biochemical, fluorescence intensity, coupled assay (AID 1209); purified PMI enzyme, coupled fluorescence intensity; higher % means a stronger effect; inhibition, % at 20 µM, or IC50 in µM where a hit was titrated; actives 0.42% (n = 190,000);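 note: plate controls were DMSO vehicle for no effect and wells lacking substrate for full effect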
MT stabilizer = microtubule stabilizers in HeLa cells. HeLa tubulin immunostaining HCS, 24 h; share of cells brighter than vehicle mean+2SD. % tubulin-high responders, % at 10 µM. actives 0.83% (n = 200,000). AID 2205;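 active = plate Z-score above 3 for both tubulin-high and condensed-nucleus cell shares, with cell loss under 80%, at 10 µM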;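 note: anti alpha tubulin signal scored within the nucleus-defined area of each cell; some results filed as inactive read as strong as hits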
T cell HTS = T cell immune modulators affecting CD8 T cell-vesicle binding. 2C CD8+ T cell-vesicle binding, flow cytometry; stronger effect = lower value. calls only at 7 µM. actives 0.068% (n = 330,000). AID 2052;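 active = response, share of CD8 T cells binding vesicles, and their 90th percentile fluorescence all below set limits, cut at about 80% in these data, passing the limit was not always enough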
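incubation = binding step 1.5 h, 37 °C, antibody labelling 20 min, ice | test system = 2C mouse CD8+ T cells | read-out basis = percent CD8+ FL2 mean versus row control | controls = Peptide-free naked vesicles (low) and QL9 vesicles with 0.7% DMSO vehicle (high) | detection = flow cytometry of vesicle-bound cells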
Ins promoter up cell count = second read-out of Ins promoter up, no call of its own (marks repeat the call); cell count; measured here: cytotoxicity, nuclei count;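 total cells summed across four imaged fields per well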
Lipid droplet cells 6.5 µM = also measured in Lipid droplet; calls as there; cell count; measured here: cell count, cytotoxicity flag;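 cells counted across two imaged fields per well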
b-catenin transl cell count 5 µM = also measured in b-catenin transl; calls as there; cell count; measured here: cell count, cytotoxicity flag
T cell HTS vesicle-bound % = also measured in T cell HTS; calls as there; double positive events, %; measured here: CD8+ vesicle-bound cell fraction;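 binding gate set so that unloaded-vesicle control wells show 10% double positive cells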
MT stabilizer Hoechst-high % = also measured in MT stabilizer; calls as there; % Hoechst-high responders; measured here: nuclear condensation Hoechst responders;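 share of cells brighter than vehicle mean plus two SD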
MT stabilizer cytotoxicity % = second read-out of MT stabilizer, no call of its own (marks repeat the call); toxicity, %; measured here: cytotoxicity by cell density;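 0% = mean cell density of plate MIN control wells and 100% = no cells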
Autophagy mod cell loss 18 h = also measured in Autophagy mod; calls as there; toxicity, %; measured here: cell loss, nuclei count;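 cell loss after 18 h compound exposure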
Numbers without * were called inactive; i = inactive; nt = no result given; + = active, no number. Cut-off read from the data, not from the text of the source, unless noted: active = inhibition above about 50%; inactive = the rest. No enrichment for hits; 2.9% or so of the library scored in one or more.

Values in the order – Autophagy mod cell loss 18 h	PMI inhibition	MT stabilizer	Ins promoter up cell count	MT stabilizer Hoechst-high %	Autophagy mod	Lipid droplet cells 6.5 µM	b-catenin transl	Ins promoter up	T cell HTS	T cell HTS vesicle-bound %	Lipid droplet	TNAP activation fold	MT stabilizer cytotoxicity %	human PMI inhibition	b-catenin transl cell count 5 µM
Nc1nonc1C(=O)OCC(=O)c1ccc(Cl)cc1
 : -6	7%	5.4	1429	1.4	i	588	0.0	-0.22	i	58	-2	1	1.5	4%	1073
CCCC(=O)NC1=C(C#N)C2(CCCCC2)Cc2ccccc21
 : 27	-8%	1.3	966	1.0	i	774	nt	0.14	i	37	-3	1	11	-6%	nt
CC1CCCC(C(=O)O)N1C(=O)CCSC(=O)c1ccccc1 (stereo not given)
 : -15	-10%	6.1	1448	2.3	i	nt	-0.3	-0.19	i	27	nt	1.1	4.8	-4%	1414
CCc1ccccc1N(C(C)=O)c1nc(CCl)cs1
 : -7	-7%	2.9	1679	2.1	i	656	0.8	0.49	i	41	-9	1.1	6.5	-11%	966
Cn1cc(S(=O)(=O)Nc2ccc(OC(F)(F)F)cc2)c(=O)n(C)c1=O
 : nt	nt	nt	995	nt	nt	751	-1.2	-0.01	i	39	-6	nt	nt	nt	1333
CC(NC(=O)C12CC3CC(CC(C3)C1)C2)C(=O)N/N=C/C1=C(N2CCOCC2)C(=C\c2cccc([N+](=O)[O-])c2)/CC1 (stereo not given)
 : 2	4%	2.3	1152	2.5	i	699	0.1	-0.12	i	11	-4	1	13	0%	885
Cc1cc(C)cc(NS(=O)(=O)c2ccc3[nH]cc(C(=O)N4CCc5ccccc54)c(=O)c3c2)c1
 : 2	10%	2.8	1402	1.5	i	621	-2.0	0.1	i	24	-4	1.2	12	9%	1160
Cc1ccc(N2C(=O)c3ccc(C(=O)O)cc3C2=O)cc1C
 : -11	-14%	1.5	886	2.0	i	781	-4.5	0.82	i	55	-1	1	6.3	-10%	1176
O=C(Cn1cnc2ccc(Cl)cc2c1=O)c1cccs1
 : 15	-6%	3.2	nt	2.5	i	nt	nt	nt	i	42	nt	1.1	7.7	-5%	nt
CCOC(=O)N1CCN(Cc2nc(N)nc(Nc3ccccc3C)n2)CC1
 : -9	-7%	1.8	832	1.1	i	756	-4.0	-1.7	i	50	3	1.1	12	-4%	1204
COC(=O)C(Cc1ccccc1)NC(=O)CSc1nc(C)cc(=O)[nH]1 (stereo not given)
 : -2	-3%	2.4	912	5.1	i	nt	-6.5	-0.37	i	49	nt	1.2	8.4	-5%	1122
COc1ccccc1CNC(=O)CCSCc1cccc(Cl)c1
 : -16	-3%	1.0	1572	2.7	i	697	7.0	-0.22	i	35	5	1.2	11	7%	1108
O=C1CC(c2ccco2)CC2=C1C(c1ccccc1)n1nc(C(F)(F)F)nc1N2 (stereo not given)
 : -15	3%	2.7	1002	1.1	i	668	0.0	0.5	i	33	12	1.1	3.9	12%	1069
C=C1C(C(=O)Nc2ccc(F)cc2)C1C(=O)Nc1ccc(F)cc1 (stereo not given)
 : 35	-5%	1.3	1309	2.4	i	685	-2.5	-0.31	i	46	-19	1.1	5.8	-11%	1078
CCOC(=O)Cc1csc(N)n1
 : -10	0%	2.7	1020	1.6	i	nt	nt	0.16	i	44	nt	1.1	7.4	6%	nt
O=C(CC12CC3CC(CC(Br)(C3)C1)C2)OCCN1CCCCC1
 : 13*	0%	1.5	1338	1.8	+	677	-3.4	0.1	i	18	7	1.2	2.8	-5%	1134
Cc1cc(NC(=O)C(=O)c2c(C)[nH]c3ccccc23)no1
 : 2	0%	2.1	nt	2.0	i	765	0.4	nt	i	46	-19	1.2	1.3	-1%	1110
COc1cc(NS(=O)(=O)c2ccc(N)cc2)ncn1
 : -4	3%	4.0	1283	4.5	i	755	-1.7	-0.34	i	21	34	1.2	9.0	-7%	1142
CC(C)CN1CCC(C(=O)N2CCN(c3ccccc3F)CC2)CC1
 : -8	-15%	2.6	1251	2.8	i	759	-0.3	-0.42	i	37	23	1	7.5	-14%	555
Nc1ccc(N=Nc2ccccc2)c(N)n1
 : -8	9%	2.1	nt	1.2	i	718	nt	nt	i	12	-5	0.9	3.5	-1%	nt
CCOC(=O)NC(=O)/C(N=Nc1cccc(C(F)(F)F)c1)=C(\C)O
 : 10	-5%	1.7	1379	1.2	i	636	2.7	-0.19	i	40	7	1.1	1.6	-5%	1025
O=C(CSc1ccc(-c2cccc([N+](=O)[O-])c2)nn1)NCc1ccccc1
 : -20	-3%	3.8	1231	1.4	i	743	-1.8	0.27	i	52	8	1	5.5	-7%	1081
CN(Cc1ccco1)C(=O)Cn1c(=O)oc2cc(S(=O)(=O)NCc3ccccc3)ccc21
 : nt	11%	3.9	1515	1.0	nt	657	-0.7	-0.78	i	30	3	1.1	3.7	14%	1136
Cn1c(=O)c2[nH]c(N3CCN(c4cccc(O)c4)CC3)nc2n(C)c1=O
 : 17	13%	3.7	nt	1.6	i	686	-1.5	nt	i	38	-7	1.1	6.6	6%	1085
Cc1ccc(-n2nnnc2C(Cl)c2nnnn2-c2ccc(C)cc2)cc1
 : 23	-1%	5.7	1192	4.4	i	493	-2.7	0.06	nt	nt	-24	1.1	7.6	2%	1190
CC(=O)Nc1ccc(NC(=O)Cc2sc(C)nc2-c2ccc(C)cc2)cc1
 : 8	33%	6.6	1456	2.1	i	678	-4.1	1	i	47	15	1.2	7.7	12%	1090
CCCC1=[N+](CC(=O)c2ccccc2)CCn2c(C)ccc21
 : -3	-22%	2.1	nt	1.5	i	nt	nt	nt	i	54	nt	1	8.7	-24%	nt
CC(=O)/C=C1/C(=O)Nc2ccccc21
 : -14	-1%	4.4	1337	2.2	i	735	0.4	0	i	2	4	1.1	6.7	-6%	1110
COc1ccc(C(=O)c2cnc3cc4c(cc3c2C)OCO4)cc1
 : -4	0%	0.9	nt	1.4	i	809	nt	nt	i	40	11	1.1	7.3	1%	nt
COC(=O)C(NC(C)=O)(Nc1ccc(C)cn1)C(F)(F)F (stereo not given)
 : nt	nt	nt	1401	nt	nt	696	0.0	0.08	i	29	4	nt	nt	nt	1007
CC1(C)CC2CC(C)(CN2S(=O)(=O)c2ccc(N)cc2)C1 (stereo not given)
 : 8	7%	2.5	1149	1.4	i	756	-2.7	-1.1	i	54	-2	1.1	6.9	13%	1169
CCOc1ccc(NC(=S)N(CCc2ccncc2)C(C)C)cc1
 : -37	-5%	3.0	881	1.7	i	730	0.4	0.21	i	22	4	1.1	6.6	0%	1026
CCn1c(C)cc(/C=C2\NC(=O)N(Cc3ccccc3)C2=O)c1C
 : -4	-17%	2.1	880	2.4	i	806	-3.2	0.01	i	43	19	1.1	7.3	-6%	1210
COc1cc(NC(=O)C2CCCN(S(=O)(=O)c3ccc4c(c3)oc(=O)n4C)C2)cc(OC)c1 (stereo not given)
 : 1	17%	4.7	998	2.4	i	nt	nt	-1.7	i	45	nt	1.3	6.3	6%	nt
CC1=C(C(=O)OC(C)C)C(c2ccsc2)NC(=O)N1C (stereo not given)
 : 9	10%	3.9	nt	2.0	i	782	4.7	nt	i	58	-2	1.1	4.0	7%	436
CC(Sc1nc2scc(-c3ccccc3)c2c(=O)[nH]1)C(=O)NC(N)=O (stereo not given)
 : nt	nt	nt	1044	nt	nt	702	0.8	-1.1	i	32	-6	nt	nt	nt	1290

Reprinted from above (7 entries):
Values in the order – Autophagy mod cell loss 18 h	PMI inhibition	MT stabilizer	Ins promoter up cell count	MT stabilizer Hoechst-high %	Autophagy mod	Lipid droplet cells 6.5 µM	b-catenin transl	Ins promoter up	T cell HTS	T cell HTS vesicle-bound %	Lipid droplet	TNAP activation fold	MT stabilizer cytotoxicity %	human PMI inhibition	b-catenin transl cell count 5 µM
CC(=O)/C=C1/C(=O)Nc2ccccc21
 : -14	-1%	4.4	1337	2.2	i	735	0.4	0	i	2	4	1.1	6.7	-6%	1110
COc1ccc(C(=O)c2cnc3cc4c(cc3c2C)OCO4)cc1
 : -4	0%	0.9	nt	1.4	i	809	nt	nt	i	40	11	1.1	7.3	1%	nt
COC(=O)C(NC(C)=O)(Nc1ccc(C)cn1)C(F)(F)F (stereo not given)
 : nt	nt	nt	1401	nt	nt	696	0.0	0.08	i	29	4	nt	nt	nt	1007
CC1(C)CC2CC(C)(CN2S(=O)(=O)c2ccc(N)cc2)C1 (stereo not given)
 : 8	7%	2.5	1149	1.4	i	756	-2.7	-1.1	i	54	-2	1.1	6.9	13%	1169
CCOc1ccc(NC(=S)N(CCc2ccncc2)C(C)C)cc1
 : -37	-5%	3.0	881	1.7	i	730	0.4	0.21	i	22	4	1.1	6.6	0%	1026
CCn1c(C)cc(/C=C2\NC(=O)N(Cc3ccccc3)C2=O)c1C
 : -4	-17%	2.1	880	2.4	i	806	-3.2	0.01	i	43	19	1.1	7.3	-6%	1210
COc1cc(NC(=O)C2CCCN(S(=O)(=O)c3ccc4c(c3)oc(=O)n4C)C2)cc(OC)c1 (stereo not given)
 : 1	17%	4.7	998	2.4	i	nt	nt	-1.7	i	45	nt	1.3	6.3	6%	nt
